Compound activity as filed in PubChem.
PLAP inhibition = PLAP enzyme inhibitors, biochemical, luminescence, HTS (AID 690); 96,000 tested, 0.08% active; inhibition, % at 20 µM, or IC50 in µM where a hit was titrated; purified PLAP, luminescent substrate; higher % means a stronger effect; Alkaline phosphatase, placental type (Homo sapiens); in the data active = a potency from the dose series; inactive = the rest, 99 in 100 with inhibition below about 30%; note: strong numbers were not always called active
IL1B NFkB inh = inhibitors of IL-1B driven NFkB p65 nuclear import, primary screen, imaging, HUVEC, IL-1B stimulus, high-content imaging | HUVEC IL-1B NFkB p65 nuclear translocation imaging | inhibition, % at 2 µM | 94,000 tested, 0.43% active;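 active = inhibition above about 30% together with a positive call from visual inspection of the well image, limit read from the data; inconclusive = inhibition above a set limit but visual check negative; inactive = inhibition not above a set limit, visual check negative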;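 note: nuclear over cytoplasmic p65 intensity ratio measured by imaging; 0% = IL-1B stimulated DMSO wells and 100% = unstimulated DMSO wells; values of inactives mirror those of a sister screen read the other way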
NFkB transloc pot = enhancers of NFkB p65 translocation in HUVEC – imaging, IL-1B stimulus, high-content imaging, primary screen. HUVEC IL-1B NFkB p65 nuclear translocation imaging. activation, % at 2 µM. 94,000 tested, 0.3% active. AID 819, 2007;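 active = activation above 40%, about the mean plus 3 SD, also judged a hit on visual image review; inconclusive = activation above 40% but not a hit on visual review; inactive = activation not above 40% and no visual hit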;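 note: percent activation is computed from the nuclear over cytoplasmic p65 intensity ratio; values of inactives mirror those of a sister screen read the other way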
Bcl-B displacement = displacers of TR3 peptide from Bcl-B, primary screen, selectivity assay for Bfl-1 inhibitor project, biochemical, fluorescence polarization; Bcl-2-like protein 10 (Homo sapiens); FP displacement of FITC-TR3 peptide from Bcl-B; higher % means a stronger effect; displacement, % at 20 µM, or IC50 in µM where a hit was titrated; 96,000 tested, 0.11% active; AID 748, 2007;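 active = displacement above 50% at 20 µM plus a fluorescence interference ratio under 1.5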;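 note: plate controls were wells without compound for no effect and wells lacking Bcl-B protein for full effect; a part of the inactive calls stands beside numbers as strong as those of hits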
MRP resist rev = reversal of MRP1-mediated doxorubicin resistance, primary screen, H69AR cells, doxorubicin co-treatment; H69AR cells + 2 uM doxorubicin, CellTiter-Glo, 72 h; differential viability (reversal), % at 10 µM; 85,000 tested, 0.04% active; AID 602, 2007;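 active = viability drop by adding the cancer drug above about 55%, with treated viability meeting a 40% cutoff, limit read from the data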;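 note: viability without doxorubicin minus viability with 2 µM doxorubicin for each compound; larger differential means the compound sensitizes cells more to doxorubicin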
MRP resist rev cytotoxicity = second read-out of MRP resist rev, no call of its own (marks repeat the call); viability, %; H69AR cells, CellTiter-Glo, 72 h; measured here: cytotoxicity without doxorubicin
MRP resist rev with doxorubicin = further read-out of MRP resist rev, marked with its call; viability, %; measured here: viability with 2 uM doxorubicin; hits give low values
IL1B NFkB inh cell count 2 µM = further read-out of IL1B NFkB inh, marked with its call; cell count; measured here: cells passing quality filter;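 raw number of nuclei counted in each imaged well without normalization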
NFkB transloc pot cell count 2 µM = further read-out of NFkB transloc pot, marked with its call; cell count; measured here: cells passing quality filter
* marks the source's active call; other numbers are inactive results; u = inconclusive; x = not tested or not shown. Not all compounds are listed; the hit share may differ from the screen's.

SMILES	PLAP inhibition	IL1B NFkB inh	IL1B NFkB inh cell count 2 µM	NFkB transloc pot	NFkB transloc pot cell count 2 µM	Bcl-B displacement	MRP resist rev	MRP resist rev cytotoxicity	MRP resist rev with doxorubicin
COc1ccccc1NC(=O)NCC(=O)Nc1ccc(F)c(F)c1	10%	12	99	-11	99	-4%	16	103	87
CCC(Sc1nc2ccccc2c(=O)[nH]1)C(=O)O (configuration not stated)	5%	-7	183	7	183	1%	6	98	93
O=c1[nH]cnc2c1sc(=S)n2-c1ccccc1	15%	-4	142	4	142	-6%	-6	76	82
O=C(CN1CCCC1)Nc1ccc(NC(=O)Nc2ccccc2)cc1	20%	-8	171	8	171	1%	15	99	84
O=C(CSc1ncn[nH]1)N1CCN(c2nnc(-c3ccccc3)c3ccccc23)CC1	-51%	x	x	x	x	7%	x	x	x
COc1cc(OC)cc(OCC(O)Cn2ccnc2C)c1 (configuration not stated)	-22%	4	125	-4	125	-2%	11	91	80
O=C(OCc1c(Cl)nc2sccn12)c1cc2c(s1)CCCC2	-12%	0	179	0	179	-4%	-3	99	102
COc1ccc(S(=O)(=O)NCCSCc2ccco2)cc1OC	-21%	-9	198	9	198	4%	22	113	91
Cc1ccc(N(CC(=O)Nc2cc(Cl)ccc2Oc2ccccc2)S(C)(=O)=O)cc1C	-24%	5	158	-5	158	-10%	x	x	x
COC(=O)c1ccc(OC)c(CSc2nnc(COc3ccc(OC)cc3)o2)c1	-50%	x	x	x	x	-3%	-5	88	93
O=C(Nc1ccc(Cl)cc1)NC1CCS(=O)(=O)C1 (configuration not stated)	4%	2	194	-2	194	-4%	6	100	94
c1ccc2c(CSCc3nc4ccccc4[nH]3)cccc2c1	-30%	-13	192	13	192	-5%	x	x	x
Cc1nc2ccccc2c2nc(NC(=O)Cc3ccccc3)nn12	-7%	-15	112	15	112	-2%	-27	66	93
c1ccc(OCCOCCN2CCOCC2)cc1	5%	x	x	x	x	-4%	2	106	104
Cc1c(N=Cc2cccs2)c(=O)n(-c2ccccc2)n1C	6%	-14	164	14	164	-6%	-10	102	111
CN(/N=C/c1cccs1)c1cc(=O)n(C)c(=O)[nH]1	x	-18	143	18	143	x	10	94	83
Cc1ccc(S(=O)(=O)c2nc(-c3cccs3)oc2SCC(N)=O)cc1	-6%	-3	158	3	158	-102%	x	x	x
Cc1cccc(Nc2nc(N)nc(CN3CCN(c4ccccc4F)CC3)n2)c1	x	-43	110	u	x	x	x	x	x
CC(C)NC(=O)CCCc1cn(C)c2ccccc12	-2%	8	108	-8	108	-10%	4	105	102
CCn1cc(C(=O)NCC2CCCO2)c(=O)c2cc(F)c(N3CCN(C)CC3)cc21 (configuration not stated)	-19%	13	117	-13	117	-2%	-5	70	75
CC(=O)OC(C(=O)NCc1ccco1)c1ccncc1 (configuration not stated)	-14%	3	182	-3	182	2%	x	x	x
CCCOc1ccc(OCC(=O)c2[nH]c(C)c(C(C)=O)c2C)cc1	18%	0	153	0	153	-9%	x	x	x
FC(F)(F)c1cnc(-c2cnc3c(-c4ccc(Cl)cc4)cnn3c2)c(Cl)c1	5%	-2	151	3	151	-3%	x	x	x
Cn1c(CCN2CCCCC2)nc2cc([N+](=O)[O-])ccc21	5%	5	131	-5	131	-8%	x	x	x
CCOc1cc(CNCCCN2CCOCC2)ccc1OCC(=O)Nc1cccc2ccccc12	-51%	-4	136	4	136	0%	x	x	x

Full records from above. Screens in order: PLAP inhibition | IL1B NFkB inh | IL1B NFkB inh cell count 2 µM | NFkB transloc pot | NFkB transloc pot cell count 2 µM | Bcl-B displacement | MRP resist rev | MRP resist rev cytotoxicity | MRP resist rev with doxorubicin
Listed for CCC(Sc1nc2ccccc2c(=O)[nH]1)C(=O)O (configuration not stated) : 5% | -7 | 183 | 7 | 183 | 1% | 6 | 98 | 93
Listed for O=C(Nc1ccc(Cl)cc1)NC1CCS(=O)(=O)C1 (configuration not stated) : 4% | 2 | 194 | -2 | 194 | -4% | 6 | 100 | 94

Next part
SMILES	PLAP inhibition	IL1B NFkB inh	IL1B NFkB inh cell count 2 µM	NFkB transloc pot	NFkB transloc pot cell count 2 µM	Bcl-B displacement	MRP resist rev	MRP resist rev cytotoxicity	MRP resist rev with doxorubicin
Clc1cccc(Cl)c1Cn1cnc2c(N3CCCCCC3)ncnc21	-3%	2	116	-2	116	0%	-8	71	79
O=C1c2ccccc2C2NC(=O)C3(CCCCC3)N12 (configuration not stated)	1%	x	x	x	x	10%	-3	82	85
O=C(OCC(=O)N1CCOCC1)c1ccc[nH]c1=O	12%	-10	155	10	155	-13%	-13	90	103
CCOC(=O)CSc1nc2sc(C)c(C)c2c(=O)[nH]1	-17%	-8	119	8	119	-8%	22	95	73
CCOC(=O)c1c(C)nc2sc3c(=O)n(-c4ccc(OC)cc4)cnc3c2c1-c1ccc(OC)cc1	-23%	1	100	-1	100	-10%	x	x	x
CCOC(=O)c1cc(=O)n2nc(-c3ccccc3F)nc2s1	16%	9	100	-9	100	-2%	-20	74	94
CCN(CC)c1ccc2c(C)c(CN3CCOCC3)c(=O)oc2c1	-58%	6	148	-6	148	-14%	14	101	87
O=C1CC(c2ccc(F)cc2)CC(O)=C1C=NCCN1CCNCC1 (configuration not stated)	x	-1	117	1	117	x	17	89	72
CCCCC(=O)N1CCCC(C(=O)OCC)C1 (configuration not stated)	-3%	0	166	0	166	1%	-3	93	96
Cc1csc2nc(CSc3nc4ccccc4o3)c(Br)n12	12%	-18	107	17	107	-9%	-3	65	68
CC(=O)Nc1nc(C2COc3ccccc3O2)cs1 (configuration not stated)	14%	-4	154	3	154	-8%	x	x	x
Cc1ccc(Cn2c(NS(=O)(=O)c3ccccc3)nc3ccccc32)cc1	12%	4	175	-4	175	1%	x	x	x
COc1ccc(S(=O)(=O)Cc2ccc(C(=O)N3CCc4ccccc4C3)o2)cc1	-68%	3	58	-3	58	10%	7	87	79
COc1cc2nc3c4ccccc4n(CC#N)c3nc2cc1OC	25%	-10	119	10	119	2%	15	100	85
O=c1cc(Nc2ccc3c(c2)OCCO3)[nH]c(=O)n1C1CCCCC1	x	0	91	0	91	x	-43	18	61
CCN=C(N/N=C/c1ccc([N+](=O)[O-])cc1)SC	29%	-5	162	5	162	-2%	x	x	x
O=C(O)C1C(c2ccccc2)C(C(=O)Oc2ccc(O)cc2)C1c1ccccc1 (configuration not stated)	27%	-11	101	11	101	13%	6	96	91
O=C1/C(=C/c2ccccc2)Nc2ccccc21	37%	-1	130	1	130	-22%	x	x	x
O=S1(=O)C=CC(N2CCOCC2)C1 (configuration not stated)	-2%	-24	104	24	104	-8%	x	x	x
Cc1cc(C)c(C(=O)/C=C/c2ccc(C(C)C)cc2)c(=O)[nH]1	7%	0	113	-1	113	-11%	x	x	x
CCOC(=O)C1=C(N)n2c(s/c(=C/c3ccco3)c2=O)=C(C(=O)OC)C1c1ccco1 (configuration not stated)	-24%	-19	195	19	195	0%	-15	5	19
Cc1cccc(NC(=S)NNC(=O)c2ccc(Br)o2)c1	-56%	1	98	-1	98	3%	x	x	x
COc1cc(NC(=O)CSc2nccc(C)n2)c(C(=O)O)cc1OC	-16%	3	86	-3	86	-10%	-17	76	93
CCCOc1ccc2oc(=O)c3c(c2c1)CCCN3C(=O)CN1CCN(c2ncccn2)CC1	-17%	-4	127	4	127	-6%	-27	43	71
CCOC(=O)C1=C(C)NC(=O)NC1c1ccccc1OCc1c(F)cccc1Cl (configuration not stated)	-29%	-13	188	13	188	-3%	4	92	88

An excerpt from above in order of the Bcl-B displacement value, high to low.
Compound,PLAP inhibition,NFkB transloc pot,NFkB transloc pot cell count 2 µM,Bcl-B displacement
O=C(O)C1C(c2ccccc2)C(C(=O)Oc2ccc(O)cc2)C1c1ccccc1 (configuration not stated),27%,11,101,13%
Cc1ccc(Cn2c(NS(=O)(=O)c3ccccc3)nc3ccccc32)cc1,12%,-4,175,1%
CCOC(=O)C1=C(C)NC(=O)NC1c1ccccc1OCc1c(F)cccc1Cl (configuration not stated),-29%,13,188,-3%
CC(=O)Nc1nc(C2COc3ccccc3O2)cs1 (configuration not stated),14%,3,154,-8%

Only MRP resist rev, MRP resist rev with doxorubicin and PLAP inhibition, for some of the entries so far:
smiles,MRP resist rev,MRP resist rev with doxorubicin,PLAP inhibition
O=C1/C(=C/c2ccccc2)Nc2ccccc21,x,x,37%
O=S1(=O)C=CC(N2CCOCC2)C1 (configuration not stated),x,x,-2%
Cc1cc(C)c(C(=O)/C=C/c2ccc(C(C)C)cc2)c(=O)[nH]1,x,x,7%
CCOC(=O)C1=C(N)n2c(s/c(=C/c3ccco3)c2=O)=C(C(=O)OC)C1c1ccco1 (configuration not stated),-15,19,-24%

Arranged by heavy-atom count (high to low): some entries from above
SMILES	PLAP inhibition	IL1B NFkB inh	IL1B NFkB inh cell count 2 µM	NFkB transloc pot	NFkB transloc pot cell count 2 µM	Bcl-B displacement	MRP resist rev	MRP resist rev cytotoxicity	MRP resist rev with doxorubicin
COc1ccc(S(=O)(=O)Cc2ccc(C(=O)N3CCc4ccccc4C3)o2)cc1	-68%	3	58	-3	58	10%	7	87	79
O=C1CC(c2ccc(F)cc2)CC(O)=C1C=NCCN1CCNCC1 (configuration not stated)	x	-1	117	1	117	x	17	89	72
COc1cc2nc3c4ccccc4n(CC#N)c3nc2cc1OC	25%	-10	119	10	119	2%	15	100	85
Cc1cc(C)c(C(=O)/C=C/c2ccc(C(C)C)cc2)c(=O)[nH]1	7%	0	113	-1	113	-11%	x	x	x
CCN=C(N/N=C/c1ccc([N+](=O)[O-])cc1)SC	29%	-5	162	5	162	-2%	x	x	x
O=C1/C(=C/c2ccccc2)Nc2ccccc21	37%	-1	130	1	130	-22%	x	x	x
O=S1(=O)C=CC(N2CCOCC2)C1 (configuration not stated)	-2%	-24	104	24	104	-8%	x	x	x

Next section.
SMILES	PLAP inhibition	IL1B NFkB inh	IL1B NFkB inh cell count 2 µM	NFkB transloc pot	NFkB transloc pot cell count 2 µM	Bcl-B displacement	MRP resist rev	MRP resist rev cytotoxicity	MRP resist rev with doxorubicin
S=C1NCCc2ccccc2C1c1ccccc1Cl (configuration not stated)	x	13	84	-13	84	x	-18	70	88
CCOC(=O)c1c(-c2ccccc2)nnn1-c1nc(OCC)nc(N2CCCCC2)n1	-44%	x	x	x	x	-5%	7	47	40
O=C(COc1ccc(F)cc1)NCC1CCCO1 (configuration not stated)	0%	1	98	-1	98	-9%	24	104	80
Cc1ccccc1S(=O)(=O)Cc1ccc(C(=O)N2CCN(c3cccc(C)c3C)CC2)o1	-40%	x	x	x	x	-2%	x	x	x
O=C(c1cc2ccccc2oc1=O)N1CCCC1	8%	-1	103	1	103	-7%	-1	99	101
O=C(O)c1ccc(S(=O)(=O)Nc2ccc(F)c(Cl)c2)cc1	5%	-22	186	22	186	-6%	7	97	90
O=C(CSc1ncn[nH]1)N(C1CCCCC1)C1CCCCC1	-98%	-21	184	21	184	-12%	6	92	86
CCCCn1c(NCc2ccccc2O)nc2ccccc21	0%	16	39	-15	39	2%	13	93	80
CCOc1ccc(C(=O)CN2CCN(S(=O)(=O)c3ccc(F)cc3)CC2)cc1	-13%	-19	185	19	185	1%	-9	87	95
CCCC12CN3CC(C)(CN(C1)C31C(=O)Nc3ccc(C)cc31)C2=O (configuration not stated)	-15%	-2	186	2	186	-12%	15	96	82
Cc1nn(Cc2c(F)c(F)c(F)c(F)c2F)c(C)c1NC(=O)c1c(-c2ccccc2)nn(-c2ccccc2)c1C	8%	-15	178	15	178	0%	x	x	x
c1ccc(-n2nnnc2SCCCSc2nc3ccccc3s2)cc1	14%	-4	206	4	206	1%	8	89	81
CCOC(=O)c1[nH]c2ccc(OC)cc2c1NC(=O)N1CCOCC1	-6%	1	84	-1	84	-12%	1	82	81
COC(=O)c1cc(=O)nc2sccn12	20%	-42	64	42*	64*	2%	-28	84	112
